GLP1R cytotox: cytotoxicity in counter-screen for GLP-1R inverse agonists; HEK293 cAMP-luciferase reporter cells, luminescence, 24 h; Potency, µM (highest dose often 38.3 µM), without a hit: at the highest dose activity change, negative = inhibition, hits mostly inhibitors; 410,000 compounds, 0.13% hits;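 note: loss of luciferase light is scored as toxicity; potency is the fitted concentration of half-maximal effect; % is set by controls: 0 for no effect and ±100 for the full control effect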
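To flag toxic compounds, the library was rerun on cells for 24 hr at 37 deg C and 5% CO2. Viability-linked luminescence was captured 12 min after adding luciferase detection reagent.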
PI5P4K alpha inh: inhibitors of human PI5P4K alpha. P48426. AID 652105. 330,000 compounds, 1.2% hits. PI5P4Kalpha enzyme, ADP-Glo luminescence, 60 min; stronger effect = lower value. max response, %; active = max response of -50% or lower; inconclusive = between -30% and -50%; inactive = -30% or higher; note: value at the top dose of about 77 µM; % is set by controls: 0 for no effect and ±100 for the full control effect
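Human PI5P4Kalpha with substrate in 0.038 M HEPES pH 7.4, 0.28 mM EGTA, 0.1% CHAPS, 5% DMSO; reaction started with 5 microM ATP (final), 60 min at room temperature. ADP formed read by ADP-Glo luminescence.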
IL2 activator: activates IL-2 in a cell-based reporter assay; IL-2 activation reporter assay, cell-based qHTS; stimulated with anti-CD3/CD4/CD28 beads; in transgenic mouse T cells; activation, % (series mostly up to about 46 µM); 360,000 compounds, 0.065% hits; AID 652025; in the data active = activation above about 50%; inconclusive = mostly about 30% to 49%; note: 0% is about no effect
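Quantitative HTS in unstimulated transgenic mouse T cells, with memory T cells as non-tolerant control and PMA/ionomycin as tolerance-bypass control. Compound pretreatment lasted 60 minutes before 18 h bead stimulation; EGFP/DsRed fluorescence read.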
PLK1 PBD block: PLK1 (human) polo-box domain binding inhibition | Potency, µM, inactives show max response, negative = inhibition, most hits filed as inhibitors | P53350 | 360,000 compounds, 2.8% hits | Plk1 PBD binding of FITC phosphopeptide, fluorescence polarization; note: potency is the fitted concentration of half-maximal effect; series mostly up to about 57 µM; % is set by controls: 0 for no effect and ±100 for the full control effect; nearly all actives have a fitted effect of over 65% in size
Target sequence (P53350 whole entry, looked up, the tested form may be a part): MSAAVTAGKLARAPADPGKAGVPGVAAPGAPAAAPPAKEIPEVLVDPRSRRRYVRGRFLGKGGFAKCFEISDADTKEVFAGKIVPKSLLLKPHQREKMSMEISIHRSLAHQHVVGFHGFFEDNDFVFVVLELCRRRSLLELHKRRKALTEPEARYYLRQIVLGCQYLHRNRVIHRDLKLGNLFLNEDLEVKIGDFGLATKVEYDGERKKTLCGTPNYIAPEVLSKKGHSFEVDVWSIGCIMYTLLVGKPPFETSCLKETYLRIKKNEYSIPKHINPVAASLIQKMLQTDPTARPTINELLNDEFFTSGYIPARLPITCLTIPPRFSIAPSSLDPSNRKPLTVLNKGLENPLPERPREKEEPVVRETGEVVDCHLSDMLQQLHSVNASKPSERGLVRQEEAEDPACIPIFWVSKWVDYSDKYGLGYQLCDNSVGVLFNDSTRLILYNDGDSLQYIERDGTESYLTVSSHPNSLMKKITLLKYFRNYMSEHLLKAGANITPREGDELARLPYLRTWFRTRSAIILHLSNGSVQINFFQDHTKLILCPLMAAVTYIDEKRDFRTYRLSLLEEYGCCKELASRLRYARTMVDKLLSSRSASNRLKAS
PTHR1 agonist: activates the human parathyroid hormone receptor PTHR1 | Q03431 | HEK293 GP2 PTHR1 cells, GloSensor cAMP luminescence, 1 h | Potency, µM (highest dose often 115 µM), inactives show top-dose activation, most hits filed as activators | 410,000 compounds, 0.075% hits; note: potency is the fitted concentration of half-maximal effect; nearly all actives have a fitted effect of over 55% in size; some results filed as inactive show a strong effect at the top dose; inactives centre near -15; many of its hits are not listed in these tables
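HEK-293-derived GP2 cells expressing PTHR1 and a GloSensor cAMP reporter, 3,000/well, plated overnight, given luciferin plus IBMX (each 0.5 mM as added) for 1 h at 37 °C, then compound for 1 h at 37 °C. Luminescence was read after 15 min at room temperature.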
EPAC1 agonist: EPAC1 (human) agonism; 360,000 compounds, 0.073% hits; EPAC1 agonist qHTS, biochemical assay; response scale: 100% = response to 6.5 mM cAMP; Potency, µM (series often up to 154 µM), for inactives: at the highest dose activation, most hits filed as activators; note: potency is the fitted concentration of half-maximal effect; nearly all actives have a fitted effect of over 60% in size
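Fluorescent GDP-exchange assay: 100 nM EPAC1 with 250 nM Rap1B preloaded with BODIPY-GDP and 50 uM GDP; compounds tested as concentration series, 5 min at room temperature, then read every 5 min for 30 min (ex 480/em 540 nm); normalized to 6.5 mM cAMP.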
GLP-1R inv ag: inverse agonists of human GLP-1 receptor. 410,000 compounds, 1.6% hits. HEK293 GLP-1R CRE-luciferase, luminescence, 24 h; GLP-1R form is constitutively active. P43220. AID 624417. Potency, µM (highest dose often 38.3 µM), for inactives: top-dose activity change, negative = inhibition, hits mostly inhibitors; note: potency is the fitted concentration of half-maximal effect; % is set by controls: 0 for no effect and ±100 for the full control effect; nearly all actives have a fitted effect of over 55% in size
Target sequence (P43220 whole entry, looked up): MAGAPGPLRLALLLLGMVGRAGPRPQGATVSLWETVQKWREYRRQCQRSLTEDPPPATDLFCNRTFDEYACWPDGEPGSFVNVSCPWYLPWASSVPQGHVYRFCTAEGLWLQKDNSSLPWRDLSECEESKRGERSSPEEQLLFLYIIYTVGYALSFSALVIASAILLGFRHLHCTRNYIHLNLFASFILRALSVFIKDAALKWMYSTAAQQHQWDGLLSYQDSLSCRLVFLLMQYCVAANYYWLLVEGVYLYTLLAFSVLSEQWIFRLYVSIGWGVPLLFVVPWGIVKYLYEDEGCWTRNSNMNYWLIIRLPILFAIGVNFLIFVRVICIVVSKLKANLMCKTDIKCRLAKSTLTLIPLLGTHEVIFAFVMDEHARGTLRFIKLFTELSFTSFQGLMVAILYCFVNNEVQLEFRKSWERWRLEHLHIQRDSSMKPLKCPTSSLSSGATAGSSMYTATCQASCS
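Constitutively active GLP-1R drives a cAMP-responsive luciferase in stably transfected HEK293 cells; test compounds are added after overnight (12 h) attachment and left 24 hr, and signal loss in luminescence marks inhibition.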
EPAC1 antagonist: blocks human EPAC1 exchange factor; O95398; EPAC1 GEF assay, Rap1b-BODIPY-GDP exchange fluorescence; Potency, µM (titrated, usually from 115 µM), for the others: at the top dose activity change, negative = inhibition, usual class: inhibitors; 360,000 compounds, 0.14% hits; AID 720709;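 note: potency is the fitted concentration of half-maximal effect; plate controls were vehicle for no effect and positive control for full effect; nearly all actives have a fitted effect of over 50% in size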
GLP1R ag: activates the human GLP-1 receptor; 380,000 compounds, 0.007% hits; Potency, µM (highest dose often 45.6 µM), inactives show top-dose activation, hits mostly activators; HEK293 GLP-1R CRE-luciferase, luminescence, 4-6 h; cells express a hypersensitive GLP-1R form; note: potency is the fitted concentration of half-maximal effect; % of control where 0% means no effect
Numbers without * were called inactive; i = inactive; ? = inconclusive; nt = not tested or not shown; & = joins results of further samples; [ ] = dose if it differs, or a comment. Unless noted, calls come from the whole dose curve; as a rule, active = well fitted curve in the direction sought with a large enough effect; inconclusive = small, poorly fitted or top-dose-only effect, or another doubt; inactive = no such curve, though single readings can be large; an effect the other way counts as inactive or inconclusive.

SMILES	GLP1R cytotox	PI5P4K alpha inh	IL2 activator	PLK1 PBD block	PTHR1 agonist	EPAC1 agonist	GLP-1R inv ag	EPAC1 antagonist	GLP1R ag
CC(C(=O)N(C)CC(=O)Nc1ccccc1C(F)(F)F)N1C(=O)c2ccccc2C1=O (stereo not drawn)	-18.7%	0.6	5.2	-11.9%	i	8.3%	-14.7%	0.0%	6.6%
CN(c1ccccc1)S(=O)(=O)c1nnc(NC(=O)c2ccco2)s1	-3.7%&9.6%	-9.7	-2.6	-10.5%	-3.1%&-10.4%	0.7%	2.4%&-8.5%	8.2%	-2.9%
Cc1c(O)c(=O)n(-c2ccccc2)n1C	9.2%	-1.8	0.1	-0.9%	i	-2.5%	20.4%	8.8%	5.7%
CSc1ccc(S(=O)(=O)Nc2c(C)cccc2C)cc1	0.3%	nt	0.0	-4.8%	i	5.9%	-13.9%	-3.8%	-2.5%
CCOc1ccc(NC(=O)CN(C)C(=O)CCc2ccccc2Cl)cc1OCC	-0.7%	7.5	-4.1	-2.3%	i	2.7%	?	1.1%	-0.1%
O=C(O)c1cc(N/N=C/c2ccc(OCc3ccccc3)cc2)ccc1Cl	-0.5%	2.3	0.6	-24.4%	-18.9%	-0.8%	44.7%	0.9%	3.2%
CCc1nc2ccc(C(=O)N3CCN(S(=O)(=O)CC)CC3)cn2c1N(C)C(=O)c1cccc(OC)c1	-1.4%	2.7	1.5	-8.2%	i	-4.7%	19.8%	-16.6%	-3.3%
Cc1ccc(NC(=O)CN2CCN(c3ccccn3)CC2)c(Cl)c1	-0.4%	7.2	-0.1	-4.7%	-8.1%[57.5 µM]	6.7%	-2.6%	-4.9%	13.2%
COc1cc(C(=O)NCC(=O)N2CCN(S(=O)(=O)c3ccccc3)CC2)cc(OC)c1OC	3.7%	-4.8	-0.6	1.0%	-19.0%	3.0%	-1.3%	-7.7%	5.8%
COC(=O)/C(C#N)=C/c1c[nH]c2ccccc12	?	-2.8	-0.4	1.0%	-12.7%	-6.3%	?	-3.2%	6.7%
O=C(c1cccs1)N1CCCC(N2CCN(c3cccc(C(F)(F)F)c3)CC2)C1 (stereo not drawn)	-2.4%	1.6	-0.8	-6.6%	-31.7%[inhibitor]	5.4%	?	-4.2%	0.9%
CCCCN1C(=O)C(=O)N(CC(=O)c2ccc3c(c2)OCO3)C1=O	1.1%	-5.8	-0.9	0.0%	i	-7.8%	9.0%	-1.5%	-11.3%
CN1CCN(C(=O)C2=C[C@H](c3ccc(C(F)(F)F)cc3)C[C@H](OCCCCO)O2)CC1	0.0%	3.7	-0.4	-11.5%	i	3.9%	0.9%	-9.4%	-8.1%
CC1C(=O)N(Cc2cn(CCC3OCCCO3)nn2)CCS(=O)(=O)N1Cc1ccc(-c2cccc(CO)c2)cc1 (stereo not drawn)	5.8%	2.8	-3.7	-15.6%	-23.8%	-15.1%	5.7%	3.7%	8.0%
O=C(Nn1cnnc1)c1ccc([N+](=O)[O-])cc1	-21.3%	0.3	-0.4	-3.8%	-48.4%[inhibitor]	3.8%	4.1%	-1.7%	-2.9%
O=C(Nc1cccc(S(=O)(=O)N2CCCCC2)c1)C1=NN(c2ccccc2)C(=O)CC1	-12.2%	-10.3	-0.6	-11.8%	-8.5%	-1.1%	-26.1%	-15.3%	-0.6%
CC1=C(C(=O)OC(C)C)C(c2cccnc2)n2ncnc2N1 (stereo not drawn)	6.6%	5.9	-0.5	2.9%	i	-10.0%	6.4%	-2.1%	-3.2%
COC(=O)c1cc(C)sc1NC(=O)CSc1ncccn1	-1.3%	-11.4	-2.2	?	-24.2%	-7.8%	77.3%[activator]	6.9%	12.0%
CN(C)CCCN1c2ccccc2CCc2ccc(Cl)cc21	-6.1%	9.9	0.1	1.2%	-14.9%	-31.0%[inhibitor]	?	5.0%	-5.6%&2.9%
CCn1c(SCC(=O)Nc2cc(C)on2)nnc1-c1ccncc1	9.8%	nt	-0.5	-3.0%	-20.4%[57.5 µM]	7.4%	3.0%	-5.5%	19.2%
CCNC(=O)C1CCCN(C(=O)c2cccc(C(F)(F)F)c2)CC1 (stereo not drawn)	-1.5%	0.6	0.1	2.9%	i	-2.8%	-2.3%	15.9%	2.2%
Cc1cc(OC(C)C(=O)N/N=C/CC(C)c2ccccc2)ccc1Cl (stereo not drawn)	5.1%	0.9	-0.5	?	-46.3%[inhibitor][57.5 µM]	3.8%	-17.5%	1.3%	-1.0%
S=c1[nH]nc(-c2ccc(Br)cc2)n1-c1ccc2c(c1)OCCO2	-24.6%	-16.8	-0.7	?	-9.1%	6.6%	3.4%	1.6%	1.4%
O=C(CN1C(=O)COc2ccccc21)NCc1ccc(C(=O)O)cc1	20.9%	nt	-1.6	-0.6%	i	5.4%	7.8%	-0.6%	4.2%

Molecules above containing a thiophene ring, fused or not (2):
SMILES	GLP1R cytotox	PI5P4K alpha inh	IL2 activator	PLK1 PBD block	PTHR1 agonist	EPAC1 agonist	GLP-1R inv ag	EPAC1 antagonist	GLP1R ag
O=C(c1cccs1)N1CCCC(N2CCN(c3cccc(C(F)(F)F)c3)CC2)C1 (stereo not drawn)	-2.4%	1.6	-0.8	-6.6%	-31.7%[inhibitor]	5.4%	?	-4.2%	0.9%
COC(=O)c1cc(C)sc1NC(=O)CSc1ncccn1	-1.3%	-11.4	-2.2	?	-24.2%	-7.8%	77.3%[activator]	6.9%	12.0%

The listing continues.
SMILES	GLP1R cytotox	PI5P4K alpha inh	IL2 activator	PLK1 PBD block	PTHR1 agonist	EPAC1 agonist	GLP-1R inv ag	EPAC1 antagonist	GLP1R ag
COc1ccc(-c2nn3c(-c4ccccn4)nnc3s2)cc1OC	6.9%	nt	-2.5	-6.2%	-20.8%[57.5 µM]	6.9%	213.2%[activator]	16.4%	?
Cc1ccc(S(=O)(=O)N2CCOCC2)cc1NC(=O)CSc1nnc(C2CC2)n1C1CC1	-2.9%	0.5	-0.2	-2.5%	i	-0.8%	-21.0%	-6.3%	-8.3%
Cc1cccc(N(C(=O)CNC(=O)c2cccs2)C(C(=O)NC2CCCC2)c2cccnc2)c1 (stereo not drawn)	-0.3%	nt	-0.5	-10.8%	i	1.6%	0.0%	-1.6%	4.4%
CCOC(=O)Cc1csc(NC(=O)c2cc(C)c(C)s2)n1	-1.9%	4.5	1.7	-1.5%	-59.9%[inhibitor]	-2.1%	?	3.4%	0.9%
COc1cc2ccccc2cc1C(=O)NCCCN1CCOCC1	-2.2%	2.2	1.3	4.2%	-11.8%	8.0%	10.3%	-3.6%	3.4%
COc1ccc2c(c1)c(C(=O)OCCN(C)C)c(C)n2C	-0.5%	-2.5	-2.6	-12.1%	i	0.9%	1.8%	9.6%	3.3%
Cc1ccc(NS(=O)(=O)c2ccc(Cl)nc2)c(C)c1	13.7%	10.2	-3.8	-8.4%	-37.4%[inhibitor]	1.6%	-11.4%	5.9%	1.8%
CC(C)(CNC(=O)c1ccc(S(=O)(=O)N2CCCC2)cc1)N1CCOCC1	-5.9%[0.307 µM]	3.0	0.2	-8.4%	i	-2.8%	-4.8%[0.307 µM]	12.2%	1.7%
CC(=O)c1cccc(NC(=O)C2CCN(S(=O)(=O)c3ccccc3)CC2)c1	-0.3%&-11.0%	nt	-0.7	-0.5%	-9.9%	-3.8%	-0.7%&0.0%	6.7%	-3.6%
Cc1csc(CNc2ncnc3ccc(-c4cccc(Cl)c4)cc23)c1	nt	nt	0.2	nt	-33.9%	-9.3%	nt	-0.5%	-0.9%
CCC(=O)c1cc(F)c(N2CCN(S(=O)(=O)c3ccc(C)cc3)CC2)cc1C	-15.4%	nt	-3.2	0.8%	i	1.6%	0.0%	-3.8%	-3.0%
CN(C)/C=N/N(C)c1ncccc1[N+](=O)[O-]	9.1%	-1.3	0.6	-3.0%	i	6.5%	7.9%	-12.2%	7.2%

Part of the list above in a different format:
SMILES,GLP1R cytotox,PI5P4K alpha inh,IL2 activator,PLK1 PBD block,PTHR1 agonist,EPAC1 agonist,GLP-1R inv ag,EPAC1 antagonist,GLP1R ag
COc1ccc2c(c1)c(C(=O)OCCN(C)C)c(C)n2C,-0.5%,-2.5,-2.6,-12.1%,i,0.9%,1.8%,9.6%,3.3%
Cc1ccc(NS(=O)(=O)c2ccc(Cl)nc2)c(C)c1,13.7%,10.2,-3.8,-8.4%,-37.4%[inhibitor],1.6%,-11.4%,5.9%,1.8%
CC(C)(CNC(=O)c1ccc(S(=O)(=O)N2CCCC2)cc1)N1CCOCC1,-5.9%[0.307 µM],3.0,0.2,-8.4%,i,-2.8%,-4.8%[0.307 µM],12.2%,1.7%

Next structures:
SMILES	GLP1R cytotox	PI5P4K alpha inh	IL2 activator	PLK1 PBD block	PTHR1 agonist	EPAC1 agonist	GLP-1R inv ag	EPAC1 antagonist	GLP1R ag
COc1ccc(C(=O)Nc2ccc(S(=O)(=O)N3CCN(C)CC3)cc2)cc1	1.2%	-2.8	0.1	4.8%	i	3.7%	-21.1%	-8.6%	0.3%
CC1CCN(S(=O)(=O)c2ccc3nc(N4CCN(c5ccccc5)CC4)ccc3c2)CC1	-7.7%&-7.6%	1.9	-0.9	-6.0%	i	-4.2%	-2.8%&5.5%	0.9%	-0.3%
COCCCNC(=O)Nc1ccc(Br)cc1Cl	4.0%	nt	0.5	-4.1%	-20.6%	9.1%	75.9%[activator]	-1.6%	2.1%
CC(NC(=O)CN1CCN(CC(=O)Nc2ccccc2Cl)CC1)c1ccc(Br)cc1 (stereo not drawn)	-14.6%	9.2	-0.2	0.8%	-12.4%	-4.3%	?	-14.7%	0.1%
COc1ccc(C(=O)Nc2c(Cl)cc(Cl)cc2C(=O)NCCN2CCOCC2)cc1	-6.6%	-21.0	-1.5	-8.0%	?	14.2%	0.0%	13.3%	-8.8%
CCOC(=O)[C@H]1[C@H]2COc3cc(OC)ccc3[C@@H]2N2C(=O)c3cc(F)ccc3NC(=O)[C@@]12C	-15.7%	-3.2	0.0	11.7%	i	-2.4%	4.5%	2.8%	-1.0%
CC(=O)Nc1ccc(OCC(=O)NCc2ccccc2)cc1	11.5%	-0.1	-1.5	-6.9%	i	0.8%	13.9%	-12.9%	8.2%

This is a subset, so the mix of outcomes need not match the whole.
